# Lipid storage S3 = qHTS Assay for Lipid Storage Modulators in Drosophila S3 Cells. 0.64% of 320,000 active. Drosophila S3 cells, BODIPY lipid droplet fluorescence, 18-24 h; cells fed with added oleic acid. Potency in µM for hits, for the others lipid storage change, negative = inhibition, % at the top dose, mostly 46.1 µM; active = well fitted inhibition curve with a large enough effect in the signal ratio, with a control signal flat, not every such curve was filed as active; inconclusive = small, poorly fitted or top-dose-only effect, or effect the other way, or a change in a side signal; the % refers to the signal ratio
#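 Drosophila S3 cells got compounds at several concentrations plus oleic acid (400 uM solution). Laser-scanning cytometry with 488 nm excitation read lipid droplets at 500-530 nm and cells at 575-640 nm. Percent activity was relative to 20 uM Triacsin C.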
# Lipid storage S3 cell count max = further read-out of Lipid storage S3, marked with its call; cell number change, %; measured here: cell count max response;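 cells counted by Cell Tracker Red CMTPX staining in the red channel; peak over a dose series mostly up to 46.1 µM; percent activity relative to internal control wells on each plate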
# * marks the source's active call; other numbers are inactive results; i = inactive; ? = inconclusive; · = not tested or not shown; [ ] = remark or other dose. % is set by controls: 0 for no effect and ±100 for the full control effect; potency is the fitted concentration of half-maximal effect.
Lipid storage S3 | Lipid storage S3 cell count max | SMILES
? | · | O=C(CCNC(=O)c1ccccc1Cl)Nc1nc(-c2ccc3ccccc3c2)cs1
? | · | CCOC(=O)C1=C(C)N=c2s/c(=C/c3cccc([N+](=O)[O-])c3O)c(=O)n2C1c1ccccc1 (stereo not drawn)
-3.8% | 3.6 | NC(=O)[C@@H]1CC2(CC(c3cccc(NC(=O)CC(c4ccccc4)c4ccccc4)c3)=NO2)CN1C(=O)COc1ccc(Cl)cc1 (stereo partly drawn)
? | · | COc1ccccc1C(=O)Nc1ccccc1SC
-8.8% | -7.3 | CCOc1ccc(/C=C2\SC(=S)N(CCC(=O)Nc3ccccc3C(=O)O)C2=O)cc1
4.1% | 0.1 | COc1cc(/C=C/C(=O)O)cc(S(=O)(=O)N2CCCc3ccccc32)c1OC
-9.8% | 8.0 | CCOc1ccc(-n2nc3cc(C)c(N)cc3n2)cc1
? | · | COc1ccc(S(=O)(=O)NC2CC2)cc1C(=O)N1CCOCC1
? | · | CCCOc1ccc2c(=O)c(N3C(=O)c4ccccc4C3=O)c(C)oc2c1
5.8% | -5.2 | O=C(CSc1nnnn1-c1ccccc1)N1N=CCC1c1ccccc1 (stereo not drawn)
? | · | COCCCNC(=O)Cc1c(C)c2c(cc(C)c3c(C(C)(C)C)coc32)oc1=O
i | 8.1 | CNC(=O)CN1C(=O)c2cccc3cccc1c23
? | · | COc1cc(/C=N/OCC(=O)Nc2cc(C)cc(C)c2)ccc1OCc1ccc(Cl)cc1
? | · | COc1ccc(CNC(=O)Cc2nn(C)c(=O)c3ccccc23)cc1
? | · | Cc1ccc(C)c(N2N=C(C(=O)Nc3cccnc3)CCC2=O)c1
3.9% | -7.8 | CCCC(C(=O)NCCC(C)C)N(Cc1ccc(F)cc1)C(=O)c1snc(C(N)=O)c1N (stereo not drawn)
? | · | O=c1cc(CSc2ccccn2)nc(N2CCN(c3ccccc3)CC2)[nH]1
? | · | COc1ccc(S(=O)(=O)NCc2cccnc2)cc1NC(=O)c1ccc(C)cc1
? | · | CCC(=O)NC(=S)Nc1ccc(NC(=O)c2cccnc2)cc1
-0.2% | 6.0 | COCCC(=O)N1CCCC(CNS(=O)(=O)c2ccc(OC)cc2)C1 (stereo not drawn)
? | · | COc1ccc(C(=O)Nc2ccccc2C(=O)N2CCCCC2C)cc1 (stereo not drawn)
? | · | COc1cc(OC)c(OC)cc1CN1CCc2ccccc2C1
8.2% | -0.7 | CCC(=O)Nc1ccc(C(=O)Nc2ccc3c(c2)OCO3)cc1
4.2% | -1.1 | Cc1sc2nc(CSc3ccc([N+](=O)[O-])cc3)[nH]c(=O)c2c1C
-3.1% | -15.0 | COc1cc(CNC(=O)CCCCCCC(C)C)ccc1O
6.8% | -12.0 | O=C(CCSc1nnc2scc(-c3ccccc3)n12)NCc1ccc2c(c1)OCO2
-25.6%[0.0737 µM] | 8.8 | Cc1ccc(OCC(=O)NNC(=O)C2CC(=O)N(c3ccc4c(c3)OCCO4)C2)cc1 (stereo not drawn)
? | · | CCCCOc1ccc(C(=O)NCC(=O)N(C)Cc2nc3ccccc3c(=O)[nH]2)cc1
-4.1% | -0.9 | Fc1ccccc1OCCCCCN1CCCC1
-0.1% | -8.9 | CC(Oc1ccc(Cl)cc1Cl)C(=O)Nn1cnnc1 (stereo not drawn)
? | · | Cc1sc(NC(=O)C2=COCCO2)nc1-c1ccc(Br)cc1
? | · | COCCN(C(=S)Nc1c(C)cccc1C)C(C)c1cccnc1 (stereo not drawn)
? | · | CCOC(=O)C1CCN(C(=O)C(C)Oc2ccc(Br)cc2)CC1 (stereo not drawn)
10.4% | 7.3 | CNC(=O)COC(=O)c1cc(F)c(F)cc1Cl
? | · | COc1ccc(C(=O)Nn2c(CC(C)C)nc3cc(OC)c(OC)cc3c2=O)c(OC)c1
3.3% | 17.9 | Cc1nccn1CCCNCc1c(C(=O)N2CCCCCCC2)nc2ccc(Cl)cn12
6.5%[9.22 µM] | · | CCC(CC)C(=O)Nc1cc(C)c2c(=O)oc3ccccc3c2n1
3.0% | 1.0 | Cc1ccc(S(=O)(=O)NCCOC(=O)Nc2sc(=S)n(C)c2C)cc1
-6.8% | -2.4 | COC(=O)C1=C(C)Nc2nc3ccccc3n2C1c1cc(OC)c(OC)c(OC)c1 (stereo not drawn)
0.2% | -7.0 | N#CCSc1nnc(-c2cnccn2)n1Cc1ccccc1
? | · | Cc1ccc(C(CC(=O)c2ccco2)SCCO)cc1 (stereo not drawn)
7.0% | -17.6 | CCOC(=O)CCC(=O)Nc1ccc(S(=O)(=O)N2CCCCC2)cc1
? | · | Cc1cccc(C(=O)O/N=C/c2c(N3CCOCC3)n(C)c3ccccc23)c1
i | 4.2 | CC(=O)c1ccc(OCc2cc(C(=O)N(C)CCN3CCOCC3)no2)cc1
1.2% | 2.5 | COc1ccc(NC(=O)CN(C)S(=O)(=O)c2cccc3nsnc23)cc1
i | 11.7 | Cc1ccc(OCC(=O)NNC(=O)CCc2ccccc2)c(Br)c1
0.1% | 2.0 | CN(C)/C=N/c1sccc1C(N)=O
i | -9.3 | COc1ccc(-c2nn(C)c(=O)c3ccccc23)cc1CNS(C)(=O)=O
-2.8% | -11.9 | CS(=O)(=O)Nc1ccc(Oc2ncccn2)cc1
? | · | Oc1ccc(/C=N/NC2=NCCCCC2)c(O)c1
? | · | COc1cc(C2SCC(=O)N2CCc2ccc(OC)c(OC)c2)ccc1O (stereo not drawn)
0.6% | -1.0 | CC(C)(C)C(=O)Cn1c(NCCO)nc2ccccc21
-0.5% | -19.0 | OCCN1CCN(c2ncnc3c2c(-c2ccccc2)cn3-c2ccc(Br)cc2)CC1
i | 6.4 | O=C(Cc1ccc(Cl)cc1)NCC(=O)N1CCCCCC1
-0.6% | -0.3 | COc1ccc(-c2cn(-c3ccc(OC)cc3)c(=S)[nH]2)cc1
? | · | CCCCC/C=N/NC(=O)c1[nH]c2ccc([N+](=O)[O-])cc2c1C

# (list continues)
Lipid storage S3 | Lipid storage S3 cell count max | SMILES
? | · | COc1cccc(N2CC(NS(=O)(=O)c3ccc4ccccc4c3)CC2=O)c1 (stereo not drawn)
? | · | CCOC(=O)c1cc2c(=O)[nH]ccc2nc1C
-13.0% | 10.0 | Cc1ccc2nc(Nc3ncc4c(n3)CC(C)(C)CC4=O)nc(C)c2c1
-13.4% | -10.6 | CC1(C)OC(=O)C(=C2CCCN2)C(=O)O1
-3.1% | 4.8 | CCOC(=O)c1nc(C)[nH]c1C(=O)OCC
-27.4% | -15.2 | CC(/C=C/c1ccccc1)=N/NC(=O)c1cccc(Br)c1
? | · | N#Cc1c(NC(=O)CSc2nnc(-c3ccccc3)o2)sc2c1CCCC2
? | · | CSc1ccccc1OCc1cc(C(=O)NC(C)Cc2cccc(C)n2)no1 (stereo not drawn)
? | · | COc1cc(/C=C2\SC(=Nc3ccccc3)NC2=O)cc(Cl)c1O
? | · | CN(CC(=O)Nc1ccc(F)cc1)C(=O)CN1C(=O)c2cccc([N+](=O)[O-])c2C1=O
? | · | COc1ccc(Cl)cc1NC(=O)CN1c2ccccc2CC1C (stereo not drawn)
12.4% | 12.4 | Cc1nc(SCc2cccc(F)c2)[nH]c(=O)c1C#N
? | · | COC(=O)C1=C(C)NC(=O)NC1c1ccc2ccccc2c1 (stereo not drawn)
? | · | O=C(NCC(=O)N1CCN(c2ccc(C(F)(F)F)cn2)CC1)c1ccc(Br)o1
i | -5.1 | CC(=O)NS(=O)(=O)c1ccc(NC(=O)CC23CC4CC(CC(Br)(C4)C2)C3)cc1
-3.7% | 4.2 | COc1ccc(-c2ccnc3[nH]n(-c4ccccc4)c(=O)c23)cc1
-2.0% | -3.8 | c1ccc(Cn2cc(CN3CCCCO3)c(-c3ccc4c(c3)OCO4)n2)cc1
? | · | CC(C)NC(=S)Nc1ccc(S(=O)(=O)Nc2ncccn2)cc1
-4.9% | -11.2 | COc1cc(CN2CCN(c3cccc(Cl)c3)CC2)cc(OC)c1OC
8.2% | -8.2 | COc1cc(/C=C2\CCOC2=O)cc(OC)c1OC
? | · | Cc1cccc(OCC(O)Cn2c(NCCCOC(C)C)nc3c2c(=O)[nH]c(=O)n3C)c1 (stereo not drawn)
? | · | COCCNC(=S)Nc1ccccc1Cc1ccccc1
? | · | Cc1cc(N/N=C/c2cccc(Cl)c2)nc(NCc2ccccc2)n1
? | · | CC1(C)CC(=O)C2=C(C1)OC1OC(=O)CC21C (stereo not drawn)
? | · | Cc1cc2cc(CNC(=O)c3cccs3)ccc2[nH]1
-9.4% | -19.0 | CC(NC=C1C(=O)OC(C)(C)OC1=O)C(=O)O (stereo not drawn)
? | · | C=C1C(=O)[C@@]23[C@H](O)C[C@@H]4C(C)(C)CC[C@H](O)[C@]4(C)[C@@H]2C[C@H](O)[C@@H]1[C@H]3O
-0.3% | 19.2 | O=C(Nc1nnc(C2CC2)s1)c1n[nH]c(=O)c2ccccc12
4.1% | 22.7 | COc1ccc([C@@H]2C[C@H]3CN(c4ccccc4)C(=O)[C@]34CCCN24)c(OC)c1OC
? | · | COc1cccc(-c2cc(C(=O)O)no2)c1
i | · | O=C(CSc1nnc(-c2ccco2)n1Cc1ccccc1)NC(=O)NCc1ccco1
? | · | COc1ccc(OC)c(N(/C(N)=N/c2nc(C)cc(C)n2)S(=O)(=O)c2ccc(NC(C)=O)cc2)c1
? | · | Cc1c(C(=O)Nc2c(F)cc(F)cc2Br)sc2ncn(CC(=O)N3CCCC3)c(=O)c12
-3.8% | -8.2 | COc1cccc(C=NCC(C)N=Cc2cccc(OC)c2O)c1O (stereo not drawn)
i | 26.5 | CC(=O)Nc1ccc(NC(=O)c2c(C)noc2C)cc1
? | · | COC(=O)CCCC(=O)N1CCCC(C(=O)c2ccccc2SC)C1 (stereo not drawn)
? | · | O=C(c1ccc(-n2cccn2)cc1)N1CCN(c2ncccc2C(F)(F)F)CC1
-3.3% | 5.9 | COc1ccc(Oc2nc3c(C)cccn3c(=O)c2/C=C(\C#N)C(N)=O)cc1
1.0% | 26.0 | O=[N+]([O-])c1ccc(Cl)c(/C=N/n2c(-c3ccncc3)n[nH]c2=S)c1
? | · | CCc1cc(C(=O)N(CC)CC(=O)Nc2ccc(OC)cc2)sc1C
8.2% | 7.7 | Cn1c(NC(=O)c2ccc(F)cc2)c(-c2cccs2)c(=O)c2ccccc21
-2.4% | 11.0 | CCOC(=O)c1cc(NC(=O)C2C3C=CC(O3)C2C(=O)O)cc(C(=O)OCC)c1 (stereo not drawn)
1.2% | -7.2 | O=C(N=C1c2ccccc2CN1c1ccc(F)cc1)c1ccc(Cl)nc1
? | · | CC1CN(C(=O)CCNS(=O)(=O)c2ccc(Br)cc2)CC(C)O1 (stereo not drawn)
? | · | [S-]C(=Nc1ccc(Cl)cc1)N[n+]1ccccc1
? | · | Cc1ccc2c(c1)N(CC(=O)N1CCCCCC1)C(=O)c1cccnc1O2
13.4% | -6.6 | CC(C)C[C@H](NC(=O)c1nc[nH]c1C(=O)N1CCc2ccccc2C1)C(=O)OCc1ccccc1
? | · | C[C@H](NC(=O)[C@@H]1CSC2c3ccccc3C(=O)N21)C(=O)NC1CCCC1 (stereo partly drawn)
i | -21.8 | CCOC(=O)c1cnc2ccc(OC)cc2c1NCCN1CCOCC1
? | · | CC(=NC1CCCC1)c1c(C)[nH]n(-c2nc3ccccc3s2)c1=O
? | · | O=C(CCc1c[nH]c2ccccc12)N=Nc1c(O)[nH]c2ccccc12
? | · | O=C(Nc1ccccc1N1CCCC1)c1ccc(Cl)c(S(=O)(=O)N2CCOCC2)c1
? | · | COCCCNC(=O)C1CC(=O)N(CCc2ccccc2)C1 (stereo not drawn)
? | · | Cc1cccc(S(=O)(=O)NCCC(=O)OCC(=O)Nc2ccc(C#N)cc2)c1
? | · | Cc1ccc(NC(=O)c2cc(-c3ccc4c(c3)OCO4)on2)cc1C
? | · | COc1ccc(OC(C)C(=O)Nc2cccc(OC)c2)cc1 (stereo not drawn)

# (more compounds)
Lipid storage S3 | Lipid storage S3 cell count max | SMILES
? | · | Cn1c(N)c(C(=O)COC(=O)c2cc(C3CC3)nc3ccccc23)c(=O)n(C)c1=O
10.9% | 0.3 | Cc1ccc2nsnc2c1S(=O)(=O)NCc1ccc2c(c1)OCO2
20.6% | · | COC(=O)c1cc(NC(=O)c2ccc(C)cc2)c(=O)oc1C
? | · | CCc1ccc(C(C)NC(=S)NCc2ccc(F)cc2)cc1 (stereo not drawn)
? | · | COc1ccc(C(CNC(=O)c2ccc(Br)o2)N2CCN(C)CC2)cc1 (stereo not drawn)
? | · | Cc1c(C(=O)N2CCc3ccccc32)oc2ccccc12

# Some of the compounds tested; rates above refer to the full screens.
